SIRT5 block – sirtuin-5 (human) deacylase inhibition; Purified SirT5, succinyl-peptide AMC, trypsin-coupled fluorescence; inhibition, % at 15 µM; actives 1.1% (n = 330,000); in the data active = inhibition above about 15%; inconclusive = no clear call, values can overlap the other calls
Target sequence (Q9NXA8 whole entry, looked up): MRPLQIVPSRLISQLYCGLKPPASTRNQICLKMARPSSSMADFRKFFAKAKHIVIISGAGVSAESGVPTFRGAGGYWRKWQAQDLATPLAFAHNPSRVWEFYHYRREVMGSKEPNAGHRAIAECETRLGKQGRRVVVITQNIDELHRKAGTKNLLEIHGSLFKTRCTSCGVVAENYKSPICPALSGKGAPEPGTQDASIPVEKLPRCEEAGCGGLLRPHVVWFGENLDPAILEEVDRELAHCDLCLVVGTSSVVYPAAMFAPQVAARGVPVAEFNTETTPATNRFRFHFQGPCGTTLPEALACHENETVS
Casp6 inh – caspase-6 (human) enzyme inhibition; AID 686996; purified caspase-6, Z-VEID-R110 cleavage fluorescence; P55212; inhibition, % at 12.5 µM; actives 0.53% (n = 350,000);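 active = mean inhibition across replicates at least about 35%, with every replicate also reaching that limit, limit read from the data; inconclusive = only one of the two criteria met; inactive = neither criterion met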;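 also: 0% = median of neutral control wells and 100% = no fluorescence left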
Target sequence (P55212 24-179 limits assumed): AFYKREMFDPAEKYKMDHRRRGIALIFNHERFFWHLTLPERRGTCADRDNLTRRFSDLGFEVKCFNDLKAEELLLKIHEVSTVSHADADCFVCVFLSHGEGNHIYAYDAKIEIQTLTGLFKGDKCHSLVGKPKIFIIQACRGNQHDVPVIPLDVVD
Target sequence (P55212 194-293 limits assumed): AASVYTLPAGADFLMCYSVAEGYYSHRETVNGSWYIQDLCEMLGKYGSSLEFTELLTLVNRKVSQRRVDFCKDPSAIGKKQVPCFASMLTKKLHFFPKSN
DENV2 CPE rescue – inhibitors of DENV2 cytopathic effect; DENV2-infected cells, cytopathic effect rescue, plate reader; CPE inhibition, % at 9.99 µM; actives 1.7% (n = 350,000); AID 651640; in the data active = CPE inhibition above about 20%, passing the limit was not always enough; inconclusive = no clear call, values can overlap the other calls; tested in BHK-21 cells;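 also: 0% = median of neutral control wells and 100% = median of positive control wells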
EWS-Fli inh – inhibitors of EWS/Fli oncoprotein transcriptional activity; inhibition, % at 12.6 µM; actives 0.67% (n = 350,000); AID 651661; A673 NR0B1-luciferase reporter, viability-normalised;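 active = mean inhibition of at least 50% after viability correction, with every replicate also passing that limit; inconclusive = mean reaches 50% but only one of two replicates passes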;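 also: firefly luciferase signal divided by Alamar Blue viability fluorescence both relative to DMSO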
ARNT TACC3 PPI – disrupts binding between human ARNT and TACC3; Q9Y6A5; AlphaScreen His-ARNT PAS-B/GST-TACC3 binding, luminescence; TACC3 fragment carries E629A point mutation; inhibition, % at 9.99 µM; actives 0.66% (n = 390,000); AID 623870;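 active = mean inhibition of replicates at least 50% and at least half of replicates each reaching 50%; inconclusive = half or more replicates reach 50% but mean below 50%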;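 also: 0% = complete ARNT plus TACC3 wells and 100% = ARNT alone without TACC3; many hits fall short of the cut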
LGR2 inh – Drosophila LGR2 receptor signaling inhibition; inhibition, % at 9.99 µM; HEK293 LGR2, CRE-luciferase, bursicon-stimulated, 4 h; actives 0.35% (n = 380,000);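 active = drop in luminescence signal, shown as inhibition above about 50% in the replicate tests, limit read from the data, passing the limit was not always enough; inconclusive = probably only some replicates passing the limit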;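 also: agonist challenge used bursicon conditioned medium at about half maximal strength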
PAX8 reporter – PAX8 transcriptional activity inhibition; actives 1.2% (n = 360,000); AID 652154; RMG-I TPO-luciferase reporter, SteadyGlo, 24 h; inhibition, % at 12.6 µM;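 active = mean replicate inhibition at least 60% with every replicate also reaching 60%; inconclusive = only one of the two criteria is met; inactive = mean below 60% and not all replicates reaching 60%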;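 also: luciferase light reporting Pax8 driven TPO promoter activity; plate controls were median of neutral control wells for no effect and mitoxantrone controls for full effect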
* hit, by the source's call; u = inconclusive; x = no result given; & = joins results of further samples.

SMILES | SIRT5 block | Casp6 inh | DENV2 CPE rescue | EWS-Fli inh | ARNT TACC3 PPI | LGR2 inh | PAX8 reporter
Cc1ccc2nc(SCC(=O)NCc3ccc(F)cc3)[nH]c2c1 | -4 | 2 | -4 | 2 | -40 | 1 | 14
CCCN(CCC)CCCNC(=O)c1cn(C)c2ccc(S(=O)(=O)N(C)C3CCCCC3)cc2c1=O | 0 | -11 | -1 | 3 | 1 | 11 | -11
Cc1cccc(C(=O)NC(CC(=O)O)c2ccc(OC3CCCC3)cc2)c1[N+](=O)[O-] (stereo not given) | 0 | 0 | -2 | 28 | -7 | -12 | 5
Cc1cc(-n2c(C)cc(C(=S)N3CCOCC3)c2C)ccc1Br | -3 | 5 | -2 | 25 | 5 | -6 | 20
O=C1CCC(=O)N1CC(=O)N1CCCc2ccccc21 | -5 | -2 | -1 | -18 | -6 | 3 | -7
CC(C)(C)NCc1cc(Br)ccc1OC1CCCC1 | 6 | 0 | -5 | -3 | -3 | -7 | 14
C[C@@H]1CN([C@@H](C)CO)C(=O)c2cc(N(C)C)ccc2O[C@@H](C)CCCCO[C@H]1CN(C)Cc1ccccc1 | 3 | -4 | -20 | 0 | 7 | -9 | 6
COc1ccccc1CCNS(=O)(=O)CCNC(=O)c1ccc2c(c1)OCO2 | 0 | -2 | 40* | -1 | 1 | 7 | 6
COc1ccc(-c2cccc(C3CC=CC4C3C(=O)N(Cc3ccccc3)C4c3ccc(C(F)(F)F)cc3)c2)cc1 (stereo not given) | 19* | -3 | 6 | 21 | 5 | 11 | -20
O=C(CN1CCOCC1)NCC[C@H]1CC[C@H](NS(=O)(=O)c2ccc(Cl)cc2)[C@@H](CO)O1 | -5 | 3 | 0 | -4 | 4 | -15 | -9
CS(=O)(=O)c1ccc(C(=O)OCC(=O)N2CCOCC2)cc1[N+](=O)[O-] | x | 5 | 7 | -6 | x | 10 | -1
O=C(Cn1ccc(=O)[nH]c1=O)c1ccc([N+](=O)[O-])o1 | -2 | 6 | 9 | -12 | x | -15 | 17
COC(=O)c1cc(CN2CCN(c3ccccc3C)CC2)ccc1O | -1 | 2 | 4 | -2 | -2 | 11 | x
CC1CCCCC1NC(=O)COC(=O)c1ccc2c(c1)NC(=O)CS2 (stereo not given) | 2 | -1 | -8 | -8 | -6 | -12 | -4
COCCNC(=O)c1cc(-c2ccccc2)nn1Cc1cc(C)no1 | x | -2 | 1 | 10 | 2 | 0 | -12
CCOc1ccc(NC(=O)c2ccc(Cl)c(NC(=O)c3ccco3)c2)cc1 | -4 | -1 | -3 | -5 | -5 | 22 | -42
CCN(CC)C(=O)CC(c1cc(OC)c(OC)c(OC)c1)c1c(OC)cc(OC)c2c(-c3ccccc3)cc(=O)oc12 (stereo not given) | x | x | x | -11 | -2 | 12 | 8
Cc1ccc(NCc2n[nH]c(=S)n2-c2ccccc2)cc1 | 12 | -1 | -3 | 6 | x | -6 | 11
CCCc1cc(=O)oc2cc(OC(C)C(=O)NCC3CCC(C(=O)O)CC3)c(Cl)cc12 (stereo not given) | -2 | -2 | u | 2 | -1 | 13 | x
S=c1nc(NCc2ccc3c(c2)OCO3)c2ccccc2[nH]1 | -1 | 0 | 1 | -13 | -7 | -12 | -16
COc1cccc(N2C(=O)C3CCCN3C2=S)c1 (stereo not given) | -2 | -2 | 7 | 7 | -3 | 9 | -1
O=C(N[C@@H]1CC[C@H](CC(=O)N2CCc3ccccc3C2)O[C@@H]1CO)C1CCOCC1 | 1 | -3 | -1 | 1 | 9 | 0 | 6
Cc1ccc(NS(=O)(=O)c2ccc(C)c(NC(=O)c3ccc(S(=O)(=O)N4CCCCCC4)cc3)c2)c(C)c1 | x | -1 | -7 | 21 | x | -7 | 45
Cc1nc(-c2ccccc2OC(F)(F)F)[nH]c(=O)c1Cl | 2 | -3 | -8 | 0 | x | 8 | 15
O=C(COC(=O)Cc1ccc(Cl)cc1)Nc1ccccc1F | x | 0 | -1 | 12 | -2 | 5 | 0
C[C@@H]1CN([C@H](C)CO)C(=O)c2cc(NS(=O)(=O)c3cccs3)ccc2O[C@@H](C)CCCCO[C@@H]1CN(C)CC1CCCCC1 | 3 | -1 | 1 | 5 | 0 | -4 | 7
COc1ccccc1C#Cc1ccc2c(c1)[C@@H]1[C@@H](CCN1C(=O)c1cccc(F)c1)[C@H](CO)N2 | 18* | -1 | -1 | x | x | 3 | x
COc1ccc([C@H]2C[C@@H](n3cc(-c4ccc(F)cc4)nn3)[C@H](O)CN2CC2CCCCC2)cc1 | 9 | -1 | 0 | 0 | x | -1 | 30
COC(=O)[C@]12CCCCC=C1N(Cc1ccc(Cl)cc1Cl)C(=O)[C@H](CC(=O)NCCCN1CCCC1=O)C2 | -5 | 4 | -9 | -12 | x | 5 | -14
CC(=O)N(C)C[C@@H]1Oc2cc(C#Cc3ccccc3F)ccc2S(=O)(=O)N([C@H](C)CO)C[C@H]1C | 0 | 0 | -2 | 5 | 4 | 4 | x
COc1ccc2nc(C)cc(Nc3ccc(C(=O)O)cc3)c2c1 | -2 | -1 | x | x | 7 | 14 | x
C[C@@H]1CN([C@@H](C)CO)C(=O)c2cc(-c3ccncc3)cnc2O[C@H]1CN(C)S(=O)(=O)c1ccc(F)cc1 | -3 | 0 | 1 | 7 | -5 | 19 | 8
COc1ccc2c3c(n(C)c2c1)[C@H](CO)N(C)CC31CCN(C(=O)Nc2c(C)noc2C)CC1 | -1 | -3 | -4 | -9 | x | 10 | -9
COc1cc(C(=O)NNC(=O)CN2C(=O)NC3(CCCC3)C2=O)cc(OC)c1OC | 5 | 1 | 1 | 0 | -4 | 13 | -14
CCC(c1nc2ccccc2[nH]1)n1c(-c2cccnc2)nc2ccccc21 (stereo not given) | 1 | 0 | -6 | -3 | x | 0 | -3
COc1cccc(C(=O)Nc2c[nH]c(=O)[nH]c2=O)c1 | 1 | 6 | -5 | 22 | -8 | -2 | 35
Cc1ccc(C(=O)NC(=S)Nc2ccc(N3CCOCC3)cc2)cc1 | 1 | 0 | -7 | -8 | 43 | 7 | 8
O=C(COc1ccc(S(=O)(=O)N2CCOCC2)cc1)NCc1ccccc1 | -2 | -2 | u | -7 | 1 | -7 | 26
O=C(NCc1ccc(Cl)cc1)C1CCC(=O)N(C2CCCCCC2)C1 (stereo not given) | 3 | -1 | 19 | -4 | x | 6 | -7
COC(=O)c1ccc(/C=N/NC(=O)CC(=O)NC2CCCCC2)cc1 | -3 | 1 | -1 | 4 | -1 | -19 | -9
Cc1noc(C)c1S(=O)(=O)N(C)C[C@H]1OCCCC[C@H](C)Oc2ccc(NC(=O)Nc3ccc4c(c3)OCO4)cc2C(=O)N([C@H](C)CO)C[C@@H]1C | x | x | -5 | 5 | 25 | -5 | 1
NC(=O)C1CCN(C(=O)COc2ccc3ccccc3c2Br)CC1 | 0 | 15 | -4 | x | -10 | -12 | -18
Cc1sc2nc(CSC(C)C(=O)N(C)CC(=O)Nc3ccccc3C(F)(F)F)[nH]c(=O)c2c1C (stereo not given) | -1 | 8 | 3 | 5 | -3 | 14 | 12
Cc1ccc(NC(=O)COC(=O)c2ccco2)cc1 | -1 | 2 | x | 3 | -4 | -4 | -16
C[C@@H]1CN([C@H](C)CO)C(=O)c2cc(NC(=O)Nc3ccc(F)cc3)ccc2O[C@@H]1CN(C)C(=O)NC1CCCCC1 | -2 | 4 | -7 | -10 | -11 | -4 | 6

Complete entries, quoted from the list.
COC(=O)[C@]12CCCCC=C1N(Cc1ccc(Cl)cc1Cl)C(=O)[C@H](CC(=O)NCCCN1CCCC1=O)C2 in the list: SIRT5 block = -5; Casp6 inh = 4; DENV2 CPE rescue = -9; EWS-Fli inh = -12; ARNT TACC3 PPI = x; LGR2 inh = 5; PAX8 reporter = -14
C[C@@H]1CN([C@H](C)CO)C(=O)c2cc(NS(=O)(=O)c3cccs3)ccc2O[C@@H](C)CCCCO[C@@H]1CN(C)CC1CCCCC1 in the list: SIRT5 block = 3; Casp6 inh = -1; DENV2 CPE rescue = 1; EWS-Fli inh = 5; ARNT TACC3 PPI = 0; LGR2 inh = -4; PAX8 reporter = 7

(cont.)
SMILES | SIRT5 block | Casp6 inh | DENV2 CPE rescue | EWS-Fli inh | ARNT TACC3 PPI | LGR2 inh | PAX8 reporter
COc1ccc(N2CCN(C(CNC(=O)C(=O)NCCCO)c3ccco3)CC2)cc1 (stereo not given) | 0 | -2 | 0 | -2 | -21 | 3 | 7
S=C(NCCc1ccccc1)Nc1cccc2cnccc12 | 0 | 1 | x | 14 | 15 | -2 | 7
C[C@@H](O)CNC(=O)c1[nH]cnc1C(=O)Nc1cccc(Cl)c1 | -4 | 0 | -2 | 15 | x | -9 | -16
CC(C)C[C@@H](CNCC(=O)[C@H](Cc1c[nH]c2ccccc12)NC(=O)c1[nH]cnc1C(=O)N[C@@H](C)CN)NC(=O)c1nc[nH]c1C(=O)N[C@@H](C)C(=O)O | -1 | 4 | 6 | 6 | 36 | 17 | 4
Cc1cc(OCC(=O)Nc2ncn[nH]2)ccc1Cl | x | 5 | x | -25 | 3 | -22 | 5
O=C(CN1C(=O)NC(c2ccccc2)(c2ccccc2)C1=O)NCc1ccco1 | x | 3 | -8 | 1 | 0 | 6 | 13
O=C(O)CCC(=O)N1N=C(c2ccc(Br)cc2)CC1c1ccc(Br)cc1 (stereo not given) | -2 | 4 | 0 | -1 | 1 | 7 | 7
O=C(/C=C/c1ccc(-c2ccccc2)o1)c1ccccc1 | x | x | x | x | -8 | -66 | -109
Cn1cnnc1SCC(=O)Nc1ccc(F)cc1 | -2 | 0 | 14 | 6 | -1 | -14 | 8
C[C@H](CO)N1C[C@H](C)[C@H](CN(C)C(=O)c2ccc3c(c2)OCO3)Oc2cc(C#Cc3ccccc3F)ccc2S1(=O)=O | 11 | 4 | 5 | 19 | 18 | 1 | 56
CC1CC(Nc2ccccc2)=NC1(C)C (stereo not given) | -12 | -6 | 0 | -5 | 0 | 4 | 36
O=C(C1=C[C@@H](C2CC2)C[C@@H](OCCCCO)O1)N1CCN(Cc2ccc3c(c2)OCO3)CC1 | -5 | -2&6 | 3&-13 | 6&-7 | 7&-3 | 4 | 13&18
CC(=O)N1CCCCN2[C@H](CO)[C@H](c3ccc(-c4ccccc4)cc3)[C@H]2C1 | 4 | 7 | u | -15 | -5 | -2 | -13
CCOC(=O)[C@H]1[C@H]2COc3ccc(C)cc3[C@@H]2N2C(=O)CN(C)C(=O)[C@@]12C | -10 | 1 | 0 | 4 | -1 | -3 | 7
C[C@@H]1CN([C@H](C)CO)C(=O)c2cc(C#Cc3ccccc3F)cnc2O[C@H]1CN(C)C(=O)C1CCC1 | -3 | 1 | 4 | -8 | 2 | -12 | 51
O=C(C[C@@H]1CC[C@H]2[C@@H](COC[C@H](O)CN2Cc2ccc(Oc3ccccc3)cc2)O1)N1CCN(c2ccccc2)CC1 | 2 | 1 | 6 | 28 | 4 | 5 | 64*
COc1cccc(-c2cnc3c(c2)C(=O)N([C@H](C)CO)C[C@H](C)[C@H](CN(C)C(C)=O)O3)c1 | -1 | -4 | -3 | -13 | -5 | -8 | x
CC(C)(C)c1ccc(C(=O)NNc2cc(N3CCOCC3)nc(N3CCOCC3)n2)cc1 | -1 | -2 | 8 | 17 | 7 | -20 | 9
CCOC(=O)N1CCc2c(sc(NC(=O)C3COc4ccccc4O3)c2C(N)=O)C1 (stereo not given) | -3 | 1 | -10 | x | -6 | -4 | -12
CC(CNS(=O)(=O)c1ccc(Cl)cc1)n1cncn1 (stereo not given) | -3 | 24 | -3 | 6 | -3 | 1 | 3
O=C(NCCN1CCOCC1)c1ccc2c(c1)N(Cc1c(F)cccc1Cl)C(=O)c1ccccc1S2 | 2 | 2 | -3 | -5 | -6 | 2 | 17
COC(=O)[C@@]1(Cc2ccccc2)[C@H]2C(=O)N(Cc3ccccc3)C(=O)[C@H]2[C@H]2CN=C(SC)N21 | -2 | 1 | 16 | -32 | -1 | -5 | -10
O=C(C[C@H]1CC[C@@H]2[C@H](COC[C@H](O)CN2S(=O)(=O)c2ccc(F)cc2)O1)N[C@H]1CCN(Cc2ccccc2)C1 | -5 | -1 | -12 | -12 | 6 | 0 | 9
COc1ccc([C@H]2C[C@@H](O)[C@H](n3cc(COC(=O)c4ccccc4)nn3)CN2Cc2cccs2)cc1 | 8 | 7 | 56* | -27 | x | -2 | -13

Source: PubChem BioAssay (Broad Institute)
